High-throughput results: PubChem, several laboratories
ABHD5 PLIN5 PPI: blocks binding of human ABHD5 to perilipin-5; Q00G26+Q8WTS1; Split G. princeps luciferase complementation, luminescence, 4 h; inhibition, % at 4 µM; 360,000 tested, 0.78% active;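 active means inhibition above the mean inhibition across every tested compound plus 3 SD, cut at about 22% in these data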;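 further: 0% = DMSO only wells and the 100% control is not disclosed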
Cardio protect: modulators protecting cardiomyocytes from myocardial damage | H9c2 cardiomyocytes, H2O2 injury protection, ATPLite, 2 h | AID 588492 | 360,000 tested, 0.63% active | protection from H2O2 cell death, % at 20 µM;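 active means compounds giving at least 50% protection of heart cells from peroxide-induced death in the single-dose screen, raw or plate-pattern-corrected value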;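 further: 0% = DMSO wells with peroxide and 100% = DMSO wells without peroxide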
TLR9-MyD88 block: inhibitors of human TLR9-MyD88 binding; Q9NR96+Q99836; CHO BLA complementation TLR9-MyD88, CCF4 FRET ratio; inhibition, % at 4.98 µM; 340,000 tested, 0.21% active;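 active means inhibition above the mean over all tested compounds plus 3 SD, cut at about 21% in these data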;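 further: 0% = DMSO only wells and 100% = clavulanate BLA inhibitor control wells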
ABCB6 inh MLPCN: blocks the human ABCB6 transporter. K562-ABCB6 porphyrin accumulation, flow cytometry, 1 h; hits give low values. fluorescence ratio to DMSO, % at 10 µM. 360,000 tested, 0.19% active. AID 602162;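 active means fluorescence ratio to DMSO below 75%, the collection mean minus 3 SD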;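 further: signal is porphyrin accumulated inside mitochondria; 100% equals median channel fluorescence of DMSO control wells; lower ratio means ABCB6 inhibition with less porphyrin fluorescence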
MC4R ag barr: agonists of human melanocortin 4 receptor (MC4R) beta-arrestin; P32245; U2OS MC4R beta-arrestin complementation, luminescence; percent of melanotan II response, DMSO zero; activation, % at 8.9 µM; 360,000 tested, 0.98% active;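 active means activation above a per-plate cutoff, the mean activation of sample wells on that plate plus 3 SD, cut at about 8% in these data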
Target sequence (P32245 whole entry, looked up): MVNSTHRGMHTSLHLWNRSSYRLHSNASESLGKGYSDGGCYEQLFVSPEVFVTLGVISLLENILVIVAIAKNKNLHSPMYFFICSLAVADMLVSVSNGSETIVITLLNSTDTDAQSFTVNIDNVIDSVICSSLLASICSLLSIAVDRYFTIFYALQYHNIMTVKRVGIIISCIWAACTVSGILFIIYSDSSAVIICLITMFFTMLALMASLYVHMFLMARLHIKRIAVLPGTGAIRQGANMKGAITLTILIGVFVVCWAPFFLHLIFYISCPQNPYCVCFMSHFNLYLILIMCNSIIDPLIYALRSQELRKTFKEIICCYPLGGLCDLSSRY
Glyco luc inh: blocks N-linked glycosylation in D54 reporter cells. D54 ERlucT glycosylation luciferase reporter, 24 h; percent of 100 nM tunicamycin response. reporter increase, % at 12.5 µM. 360,000 tested, 0.23% active. AID 588692;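 active means mean luciferase reporter signal, scaled so untreated is 0 and the glycosylation-blocking control 100, at or above a set limit in every replicate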;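 further: luciferase carries N-glycosylation sites so blocking glycosylation raises the light; 0% = median of neutral control wells and 100% = median of 100 nM tunicamycin wells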
m5-HT2A agonist: activates the mouse 5-HT2A serotonin receptor | P35363 | CHO-K1 mHTR2A beta-arrestin complementation, luminescence; percent of 30 µM serotonin response | activation, % at 7.6 µM | 360,000 tested, 0.66% active | AID 624169;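 active means activation above a run cutoff, the mean activation of all tested compounds plus 3 SD, cut at about 14% in these data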;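 further: 0% = plate median of compound wells and 100% = 30 µM serotonin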
Target sequence (P35363 whole entry, looked up): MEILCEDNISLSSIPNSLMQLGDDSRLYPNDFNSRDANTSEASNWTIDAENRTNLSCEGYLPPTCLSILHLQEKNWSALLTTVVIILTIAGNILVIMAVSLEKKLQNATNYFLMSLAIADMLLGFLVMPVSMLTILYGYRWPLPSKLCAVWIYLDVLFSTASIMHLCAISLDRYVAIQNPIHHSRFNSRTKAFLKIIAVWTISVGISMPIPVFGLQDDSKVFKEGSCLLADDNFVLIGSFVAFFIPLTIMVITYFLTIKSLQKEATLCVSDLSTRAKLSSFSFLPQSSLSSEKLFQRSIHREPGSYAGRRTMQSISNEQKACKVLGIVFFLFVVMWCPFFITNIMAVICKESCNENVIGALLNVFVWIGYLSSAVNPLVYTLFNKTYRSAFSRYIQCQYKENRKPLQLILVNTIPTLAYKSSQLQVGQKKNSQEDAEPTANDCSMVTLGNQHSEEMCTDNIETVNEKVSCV
SRC2 inh: inhibits human steroid receptor coactivator 2; Q15596; AID 651957; inhibition, % at 9 µM; 370,000 tested, 0.17% active; HEK293 GAL4-SRC2 luciferase reporter, luminescence;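 active means inhibition above the mean inhibition of all tested compounds plus 3 SD, set per campaign, cut at about 52% in these data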;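 further: 0% = DMSO treated cells and 100% = cells given Gossypol at 36 µM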
MC4R antagonist: human MC4R antagonism in cAMP assay; inhibition, % at 6.5 µM; MC4R-expressing cells, MTII-stimulated cAMP, LANCE TR-FRET; 360,000 tested, 0.48% active; P32245; AID 540295;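 active means inhibition above its plate's cutoff, the mean of tested wells on that plate plus 3 SD, cut at about 29% in these data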;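 further: 0% = Melanotan II alone and 100% = Melanotan II plus saturating MCL0020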
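Assay system: U2OS-MC4R stable cell line; Also added: Melanotan II; Technique: Eu-cAMP/anti-cAMP TR-FRET, emission 671 nm; Times: 30-min compound, 1-h challenge, 1-h detection, room temperature.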
NOD2 RIPK2 PPI: NOD2-RIPK2 protein interaction inhibition | inhibition, % at 4.98 µM | 360,000 tested, 0.38% active | O43353 | CHO BLA complementation NOD2-RIPK2, CCF4 ratio; in the data active means inhibition above about 21%;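 further: 0% = vehicle only and 100% = reference blocker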
* = called active by the depositor; nt = no result given.

nr	SMILES	ABHD5 PLIN5 PPI	Cardio protect	TLR9-MyD88 block	ABCB6 inh MLPCN	MC4R ag barr	Glyco luc inh	m5-HT2A agonist	SRC2 inh	MC4R antagonist	NOD2 RIPK2 PPI
1	O=C(COC(=O)c1ccco1)NC12CC3CC(CC(C3)C1)C2	2	6	6	93	-1.8	3	-2	-5	10	11
2	Cc1ccc(N2C(=O)c3ccccc3C2Nc2ccc(S(=O)(=O)N3CCCCC3)cc2)nc1 (stereo not given)	2	-4	-2	92	0.3	-6	-1	13	16	-4
3	CCOC(=O)c1ccccc1NC(=O)COC(=O)C(CCSC)NC(=O)COc1ccccc1 (stereo not given)	3	-5	-6	95	-2.8	3	2	nt	17	-9
4	O=C(N/N=C/c1ccc(OC(F)F)cc1)c1ccc(CSc2nc3ccccc3[nH]2)cc1	0	12	9	100	1.1	-5	2	-25	7	-10
5	COc1ccc(NC(=O)CN2C(=O)NC3(CCCC3)C2=O)cc1Cl	-1	4	3	96	-1.3	1	-2	-13	2	-5
6	Cc1ccc(OCC(=O)Nc2ccc([N+](=O)[O-])cc2)cc1	0	0	-13	100	-1.3	0	4	10	-3	-4
7	CCOC(CCNC(=O)c1cn(CC(C)C)c(=O)c2c1c1ccccc1n2C)OCC	7	1	9	101	0.2	2	-6	10	13	-3
8	COc1ccc(OC)c(NC(=O)CSc2nnc(C3CCCCC3)o2)c1	-4	-8	-12	90	-2.8	1	-2	0	-1	-7
9	O=C(NC1CCCc2c1cnn2-c1cc(F)cc(F)c1)c1ccccn1 (stereo not given)	1	-5	-4	97	-4.0	-3	4	13	16	-5
10	CC(=O)Nc1c2c(nn1-c1ccc(C)cc1C)CS(=O)C2 (stereo not given)	4	-5	4	97	0.4	1	1	10	4	-1

The final two compounds of the part before lead into the next.
nr	SMILES	ABHD5 PLIN5 PPI	Cardio protect	TLR9-MyD88 block	ABCB6 inh MLPCN	MC4R ag barr	Glyco luc inh	m5-HT2A agonist	SRC2 inh	MC4R antagonist	NOD2 RIPK2 PPI
9	O=C(NC1CCCc2c1cnn2-c1cc(F)cc(F)c1)c1ccccn1 (stereo not given)	1	-5	-4	97	-4.0	-3	4	13	16	-5
10	CC(=O)Nc1c2c(nn1-c1ccc(C)cc1C)CS(=O)C2 (stereo not given)	4	-5	4	97	0.4	1	1	10	4	-1
11	O=C(O)c1ccccc1C(=O)Nc1n[nH]c(=S)s1	-10	15	2	103	-2.9	2	2	-17	9	-1
12	S=c1[nH]nc(-c2ccco2)n1/N=C/c1ccc(Br)s1	-8	-2	8	96	-0.8	0	1	5	-3	-11
13	N#CC(c1nc2ccccc2nc1N1CCCC1)S(=O)(=O)c1cccs1 (stereo not given)	-3	59*	-7	180	-3.0	5	-1	14	5	2
14	CCOc1ccc(CCN2C(=O)C(=O)N([C@@H](Cc3ccccc3)CN3CCC[C@H]3CN3C(=O)C(=O)NC[C@@H]3Cc3ccccc3)C[C@@H]2Cc2ccc(O)cc2)cc1	16	nt	nt	93	nt	nt	0	-17	nt	-5
15	Cc1nc2cccc(C(=O)NC3CCCCC3)c2o1	-1	11	1	91	-1.0	2	2	-14	11	-9
16	Cc1cccc(OCCCC(=O)NC2CCCCC2)c1	-8	1	-8	93	-0.5	4	-1	-8	2	15
17	COCCN1CN(S(=O)(=O)c2ccccc2)c2nc3ccccc3nc21	3	0	3	105	0.4	0	0	-12	-2	-1
18	Cc1ccc(C2C(C(=O)c3sc(-c4ccccc4)nc3C)=C(O)C(=O)N2CCN(C)C)o1 (stereo not given)	-2	0	5	91	-3.2	1	-6	-2	1	-7
19	Cn1c(SCc2ccc(C#N)cc2Cl)nc2ccccc21	-1	-8	-6	91	-0.9	-9	4	-43	-1	9
20	O=C(N/N=C/c1cc(Br)c(Br)o1)c1ccc2c(c1)OCCO2	-5	4	-2	95	-2.4	0	-3	-35	2	10

A draw from above in order of length of the SMILES, low to high.
nr	SMILES	ABHD5 PLIN5 PPI	Cardio protect	TLR9-MyD88 block	ABCB6 inh MLPCN	MC4R ag barr	Glyco luc inh	m5-HT2A agonist	SRC2 inh	MC4R antagonist	NOD2 RIPK2 PPI
15	Cc1nc2cccc(C(=O)NC3CCCCC3)c2o1	-1	11	1	91	-1.0	2	2	-14	11	-9
12	S=c1[nH]nc(-c2ccco2)n1/N=C/c1ccc(Br)s1	-8	-2	8	96	-0.8	0	1	5	-3	-11
17	COCCN1CN(S(=O)(=O)c2ccccc2)c2nc3ccccc3nc21	3	0	3	105	0.4	0	0	-12	-2	-1

New compounds follow
nr	SMILES	ABHD5 PLIN5 PPI	Cardio protect	TLR9-MyD88 block	ABCB6 inh MLPCN	MC4R ag barr	Glyco luc inh	m5-HT2A agonist	SRC2 inh	MC4R antagonist	NOD2 RIPK2 PPI
21	Cc1noc(C)c1C(=O)Nc1cccnc1	3	2	1	95	-3.2	3	1	-8	2	-2
22	O=c1c2ccccc2nnn1CSc1ccccc1	-4	2	-6	106	-0.6	-7	1	-68	3	-6
23	OC(CN1CCOCC1)c1ccc(F)cc1 (stereo not given)	8	0	-6	98	2.8	0	2	14	0	-1
24	CN(CC(=O)Nc1ccc(N2CCOCC2)cc1)C(=O)c1cn(-c2ccccc2)nc1-c1ccccc1	-3	4	0	102	-1.3	0	-4	-37	-1	-7
25	CCCCNC(=O)CSc1nc2ccsc2c(=O)n1CCCC(=O)NCCc1ccc(S(N)(=O)=O)cc1	3	-3	-5	99	-3.0	1	2	-25	0	0
26	CCn1cc(C(=O)NCCCN2CC(C)CC(C)C2)c(=O)c2cc(S(=O)(=O)N(C)C)ccc21 (stereo not given)	7	10	-4	98	-0.9	6	-2	-8	9	2
27	CC(=O)Nc1cccc(Nc2nc(-c3ccccc3)nc3ccccc23)c1	12	30	4	91	-2.5	9	-1	7	9	7
28	COc1ccc2[nH]c3ccccc3c2c1	2	-10	5	90	-2.1	-1	-4	-3	-9	3
29	COc1ccc(NC(=O)C2CC(=O)N(c3ccccc3Cl)C2)c(OC)c1 (stereo not given)	5	2	-1	102	-0.9	1	0	-14	0	-12
30	CC(Sc1nncn1C)C(=O)Nc1cc(C(F)(F)F)ccc1N1CCOCC1 (stereo not given)	0	-2	-7	103	-1.9	4	1	-10	17	1

Whole records from above.
CCOc1ccc(CCN2C(=O)C(=O)N([C@@H](Cc3ccccc3)CN3CCC[C@H]3CN3C(=O)C(=O)NC[C@@H]3Cc3ccccc3)C[C@@H]2Cc2ccc(O)cc2)cc1 in the list: ABHD5 PLIN5 PPI = 16; Cardio protect = nt; TLR9-MyD88 block = nt; ABCB6 inh MLPCN = 93; MC4R ag barr = nt; Glyco luc inh = nt; m5-HT2A agonist = 0; SRC2 inh = -17; MC4R antagonist = nt; NOD2 RIPK2 PPI = -5
CCn1cc(C(=O)NCCCN2CC(C)CC(C)C2)c(=O)c2cc(S(=O)(=O)N(C)C)ccc21 (stereo not given) in the list: ABHD5 PLIN5 PPI = 7; Cardio protect = 10; TLR9-MyD88 block = -4; ABCB6 inh MLPCN = 98; MC4R ag barr = -0.9; Glyco luc inh = 6; m5-HT2A agonist = -2; SRC2 inh = -8; MC4R antagonist = 9; NOD2 RIPK2 PPI = 2

(more compounds)
nr	SMILES	ABHD5 PLIN5 PPI	Cardio protect	TLR9-MyD88 block	ABCB6 inh MLPCN	MC4R ag barr	Glyco luc inh	m5-HT2A agonist	SRC2 inh	MC4R antagonist	NOD2 RIPK2 PPI
31	CC(O)c1nc2ccccc2n1CC(=O)Nc1ccc2c(c1)OCCO2 (stereo not given)	0	-2	-2	103	-0.7	0	4	-26	10	-10
32	CC[C@@]12C(=O)N(c3ccc(OC)cc3)C(=O)N1[C@H](c1cccc(C)c1)[C@@H]1C(=O)N(Cc3ccccc3)C(=O)[C@@H]12	-2	-3	-3	99	0.0	0	-3	nt	1	-2
33	CC1=NN(c2ccc(Cl)c(C(=O)O)c2)C(=O)C1	-15	2	-2	96	-1.5	0	3	1	7	15
34	CN(C)n1cccc1/C=C(\C#N)S(=O)(=O)c1cccc(Cl)c1	-1	-10	nt	95	-1.4	-2	1	7	9	-2
35	O=C(Nc1ccc(F)cc1)c1cccc(NC(=O)C2C3CC4OC(=O)C2C4C3)c1 (stereo not given)	-5	4	-11	90	-0.7	-3	1	10	7	-3
36	COc1ccc(C/C(C)=N/NC(=S)Nc2ccc(C)c(C)c2)cc1	-8	-2	7	96	-2.4	-6	0	2	2	4
37	O=S1(=O)c2ccc(Br)cc2OC(COCc2ccccc2)CN1Cc1ccccc1 (stereo not given)	-4	-17	-9	98	1.4	-6	-5	4	6	-4
38	Cc1nonc1OCCCNc1ccc([N+](=O)[O-])cc1Cl	0	-5	-5	174	-0.9	-2	0	4	-1	-12
39	Fc1cnc(Cl)nc1NC1CCCCC1	2	-3	-8	100	0.7	-2	3	-10	1	-8
40	CCOC(=O)c1c(N)sc2c1CCN(CCc1ccccc1)C2	7	-8	-12	111	-0.7	0	-3	-18	4	-1
41	NS(=O)(=O)c1cccc(NC(=O)c2ccno2)c1	4	-2	2	98	-0.1	2	-2	8	-6	-4
42	OC(CNCC1COc2ccccc2O1)COc1ccc(Cl)cc1 (stereo not given)	0	2	-1	99	5.5	0	-6	-17	6	-7
43	Clc1ccc(CNCc2cccs2)cc1Cl	-3	1	7	102	-0.5	-2	-1	-29	-1	-1
44	O=C(Cc1ccc(-n2cccc2)cc1)NC1CCCCCC1	-9	-4	-4	100	1.3	-3	-3	13	8	1
45	COc1ccc(C(C(=O)NC2CCCC2)N(C(=O)c2snc(C(N)=O)c2N)c2cc(C)ccc2OC)cc1OC (stereo not given)	-3	-4	-5	98	0.3	2	7	-19	17	-5
46	CC1CCCCN1C(=S)NC(=O)c1ccco1 (stereo not given)	5	7	-3	96	0.6	0	0	-5	8	0
47	CCCCN(C(=O)c1cccc(-n2cccc2)c1)c1c(N)n(CCC)c(=O)[nH]c1=O	-1	-1	3	104	-2.2	-1	5	-21	-1	10
48	C/C(=N/OCO/N=C(\C)c1ccccc1F)c1ccccc1F	0	-6	-5	108	9.6*	0	-1	0	2	-5
49	Cc1cc(SCC(=O)N2CCC(c3noc4ccc(F)cc34)CC2)nc2ccccc12	-11	-7	-8	99	0.9	-5	0	2	1	2
50	O=C(N/N=C1\CCS(=O)(=O)c2ccc(F)cc21)c1ccc(O)cc1	7	17	1	101	1.3	3	4	4	-4	-5
51	Cc1cc(C)n2ncc(C(=O)NCc3ccc(Cl)cc3)c2n1	5	-9	9	87	-1.7	-3	-7	-37	-14	-1
52	COc1ccc(-c2cc(NC=O)c3ncc(-c4ccc(OC)c(OC)c4)n3c2)cc1OC	6	30	nt	103	5.0	4	2	-8	-27	11
53	Cc1cccn2c(=O)c3cc(C(=O)NCC4CCCO4)c(=N)n(CCN4CCOCC4)c3nc12 (stereo not given)	9	4	-2	83	-0.9	4	2	-8	-4	0
54	O=C(COc1ccc(F)cc1Cl)Nc1ccccc1C(=O)N1CCCCC1	0	1	-1	105	0.7	-1	5	-28	3	-14

This is a subset (hit frequency here may not be typical).
